L3MBTL1 inh = qHTS Assay for the Inhibitors of L3MBTL1; Lethal(3)malignant brain tumor-like protein 1 (Homo sapiens), Q9Y468; AlphaScreen L3MBTL1–H3K9me1 peptide binding; Potency, µM (series often up to 57.1 µM), for inactives: at the top dose activity, negative = inhibition, hits mostly inhibitors; 230,000 compounds, 0.66% hits; AID 485360, 2010; note: potency is the fitted concentration of half-maximal effect; % is set by controls: 0 for no effect and ±100 for the full control effect; nearly all actives have a fitted effect of over 60% in size
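First, the protein-peptide complex forms for 30 min at room temperature (L3MBTL1 50 nM, biotinylated H3K9me1 peptide 75 nM). Next, compounds are pin-transferred and incubated 30 min. Finally, AlphaScreen beads are added and read after 30 min.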
CBFb RUNX1 block = qHTS Assay for Compounds Blocking the Interaction Between CBF-beta and RUNX1 for the Treatment of Acute Myeloid Leukemia | Runt-related transcription factor 1 (Homo sapiens) + Core-binding factor subunit beta … | AlphaScreen CBFb-His/RUNX1-biotin binding, biochemical | Potency, µM (highest dose often 59.8 µM), without a hit: at the highest dose activity, negative = inhibition, hits mostly inhibitors | 230,000 tested, under 10 active | AID 1477, 2009; note: % of control where 0% means no effect
Target sequence (Q01196 whole entry, looked up): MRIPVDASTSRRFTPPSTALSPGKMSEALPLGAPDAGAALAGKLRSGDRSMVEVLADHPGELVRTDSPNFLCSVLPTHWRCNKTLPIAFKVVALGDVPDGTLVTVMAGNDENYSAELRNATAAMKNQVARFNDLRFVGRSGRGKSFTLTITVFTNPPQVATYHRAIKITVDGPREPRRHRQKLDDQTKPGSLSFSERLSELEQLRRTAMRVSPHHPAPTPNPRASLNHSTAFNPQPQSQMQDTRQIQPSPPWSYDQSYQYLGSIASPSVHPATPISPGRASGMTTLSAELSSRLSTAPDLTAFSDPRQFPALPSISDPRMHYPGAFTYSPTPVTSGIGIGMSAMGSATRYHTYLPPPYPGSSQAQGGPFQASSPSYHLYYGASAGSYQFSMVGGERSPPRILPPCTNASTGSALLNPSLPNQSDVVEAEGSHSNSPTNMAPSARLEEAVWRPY
Target sequence (Q13951 whole entry, looked up): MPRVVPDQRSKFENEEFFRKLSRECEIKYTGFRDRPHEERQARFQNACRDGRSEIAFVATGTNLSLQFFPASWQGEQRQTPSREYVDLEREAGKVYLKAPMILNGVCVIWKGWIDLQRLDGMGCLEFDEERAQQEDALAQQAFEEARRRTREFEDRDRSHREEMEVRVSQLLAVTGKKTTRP
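Compounds were screened at multiple concentrations against a preformed CBF-beta(His)/RUNX1(biotin) complex (30 nM of each) for 15 min at room temperature, followed by 90 min with nickel and streptavidin beads and AlphaScreen reading.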
HTT aggregate = qHTS Multiplex Assay to Identify Dual Action Probes in a Cell Model of Huntington: Aggregate Formation (GFP) | PC12 HttQ103-GFP aggregates, Acumen cytometry, 40 h | Potency, µM (highest dose often 46.1 µM), for the others: top-dose activity change, negative = inhibition, most hits filed as inhibitors | 220,000 compounds, 1.1% hits | AID 1688, 2009; note: potency is the fitted concentration of half-maximal effect; % is set by controls: 0 for no effect and ±100 for the full control effect; nearly all actives have a fitted effect of over 60% in size
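Quantitative HTS on tebufenozide-induced (100 nM) PC12 cells stably expressing polyQ103 Huntingtin exon 1–GFP. Reduction of bright GFP aggregates, detected by laser scanning cytometry after lysis, identified actives across the titration.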
Epigenetic derep = Quantitative High-Throughput Screen for Regulators of Epigenetic Control. AID 1865, 2009. murine LDR cells, GFP reporter derepression, 30 h. Potency, µM (top dose mostly 53.9 µM), without a hit: at the highest dose GFP activation, actives largely listed as activators. 280,000 compounds, 0.2% hits; note: potency is the fitted concentration of half-maximal effect; % of control where 0% means no effect; nearly all actives have a fitted effect of over 60% in size
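Readout is the number of GFP-expressing murine LDR cells, counted by cytometry following washing. Cells were treated with compound for 30 h at 37 C; the stably integrated CMV-GFP locus is normally silent.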
IMPase Li inh = qHTS Assay for Identifying the Cell-Membrane Permeable IMPase Inhibitors: Potentiation with Lithium; CHO-M1 cells, IP1 TR-FRET (IP-One), carbachol + lithium; Potency, µM (series often up to 59.4 µM), for inactives: top-dose activity, negative = IMPase inhibition, actives largely listed as inhibitors; 210,000 compounds, 0.35% hits;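 note: IP1 builds up when IMPase is blocked and the TR-FRET signal falls; potency is the fitted concentration of half-maximal effect; plate controls were basal vehicle for no effect and high inhibitor control for full effect; nearly all actives have a fitted effect of over 50% in size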
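Readout is a homogeneous TR-FRET IP1 immunoassay (Ex 320, Em 665 and 620), where raised cytosolic IP1 lowers signal. Cells were CHO-M1 treated 30 min at 37C with test compounds plus a little lithium; AC50 values came from Hill-equation fitting.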
KinaseGlo FLuc = Counterscreen for Luciferase (Kinase-Glo TM) Inhibition; Potency, µM (titrated, usually from 38.3 µM), without a hit: at the highest dose activity change, negative = inhibition, usual class: inhibitors; 200,000 compounds, 0.28% hits; AID 1379, 2008; Kinase-Glo luciferase, ATP luminescence, 8 min; note: potency is the fitted concentration of half-maximal effect; % is set by controls: 0 for no effect and ±100 for the full control effect; nearly all actives have a fitted effect of over 60% in size
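Kinase-Glo luciferase light output from ATP and luciferin was measured with 10 uM ATP, within the enzyme's linear range. Buffer: 50 mM imidazole pH 7.2, 50 mM KCl, 7 mM MgCl2, 0.01% Tween 20, 0.05% BSA; luminescence read after 8 min at ambient temperature.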
NPSR antag = qHTS Assay for Antagonists of the Neuropeptide S Receptor: cAMP Signal Transduction; Q6W5P4; CHO-NPSR cells, cAMP TR-FRET, antagonist mode; Potency, µM (titrated, usually from 38.3 µM), without a hit: top-dose activity change, negative = inhibition, most hits filed as inhibitors; 220,000 compounds, 1% hits; note: potency is the fitted concentration of half-maximal effect; % is set by controls: 0 for no effect and ±100 for the full control effect; nearly all actives have a fitted effect of over 50% in size; many of its hits are not listed in these tables
Target sequence (Q6W5P4 whole entry, looked up): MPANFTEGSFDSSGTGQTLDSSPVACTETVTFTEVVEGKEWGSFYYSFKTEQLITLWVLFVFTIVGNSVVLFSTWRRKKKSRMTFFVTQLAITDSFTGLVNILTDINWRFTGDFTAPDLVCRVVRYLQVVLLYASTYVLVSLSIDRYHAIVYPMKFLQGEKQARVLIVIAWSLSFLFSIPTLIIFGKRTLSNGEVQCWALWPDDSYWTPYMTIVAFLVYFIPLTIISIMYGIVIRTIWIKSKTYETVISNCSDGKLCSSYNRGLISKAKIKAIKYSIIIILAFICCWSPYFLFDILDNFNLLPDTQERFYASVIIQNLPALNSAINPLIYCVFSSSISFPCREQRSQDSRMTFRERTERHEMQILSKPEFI
Active calls of the source: *; ? = inconclusive; / = no result given; [ ] = dose if it differs, or a comment. Calls come from the whole dose curve; as a rule, active = well fitted curve in the direction sought with a large enough effect; inconclusive = small, poorly fitted or top-dose-only effect, or another doubt; inactive = no such curve, though single readings can be large; an effect the other way counts as inactive or inconclusive. An excerpt. The share of hits here may be higher or lower than overall.

SMILES	L3MBTL1 inh	CBFb RUNX1 block	HTT aggregate	Epigenetic derep	IMPase Li inh	KinaseGlo FLuc	NPSR antag
CCN(CC)S(=O)(=O)c1ccc2[nH]cc(C(=O)NCCc3ccc(OC)c(OC)c3)c(=O)c2c1	-5%	1%	-4%	-3.4%	6%	1%	-7%[46.1 µM]
OCCC1CN(Cc2cccc(O)c2)CCN1CCc1ccccc1 (configuration not stated)	0%	4%	-13%[9.22 µM]	-1.4%	7%	-2%	-8%
Cc1ccc2[nH]c(=O)c(CN(CCc3ccccc3)C(=O)N3CCOCC3)cc2c1	1%	6%	5%	0.0%	-13%[38.3 µM]	-1%	-9%[46.1 µM]
Cc1cccc(Cn2c(=O)c3c(nc4n3CCCN4Cc3ccccc3)n(C)c2=O)c1	/	-24%	?	-1.1%	37%[activator][38.3 µM]	2%	?
Cc1nn(-c2ccc(Cl)cc2)c(Cl)c1/C=C(\C#N)C(N)=O	-2%	11%	25%	2.3%	22%	1%	-10%[46.1 µM]
Cc1nnc2ccc(-c3cccc(NC(=O)c4ccc(Br)o4)c3)nn12	/	-2%	-16%	1.8%	1%	0%	-2%
Nc1ccc(Oc2c(Cl)cccc2Cl)nc1	-14%	0%	-30%[9.22 µM]	0.0%	/	/	5%[7.67 µM]
COc1ccc(C)cc1NC(=O)NCc1ccccc1F	-11%[11.4 µM]	12%	21%	0.1%	-7%	-2%	-11%
CC(=O)Nc1ccc(-c2cc(C(=O)O)c3ccc(C)cc3n2)cc1	0%	3%	-9%[9.22 µM]	1.6%	/	/	-17%
CCCN(Cc1ccccc1)C(=S)NC(=O)c1ccccc1[N+](=O)[O-]	-13%	-7%	-22%	4.7%	11%	1%	-15%
Cc1ccc(CN2CCN(Cc3ccc(C)s3)CC2CCO)cc1 (configuration not stated)	3%	8%	-4%	-0.6%	4%	2%	2%
CC(=O)NCC(=O)OCC(=O)c1ccc(C)cc1	1%	7%	-22%	7.9%	-17%[38.3 µM]	-7%	-2%[46.1 µM]
O=C(NCCCN1CCOCC1)C(=O)N/N=C/c1ccc(F)cc1	16%	6%	-15%[9.22 µM]	-2.1%	-2%	2%	2%
COc1cc2c(cc1OC)-c1cc(Nc3ccccc3)nc(=O)n1CC2	/	4%	-12%[9.22 µM]	0.9%	/	/	16%
CC(C)C(=O)NC(CC(=O)O)c1ccccc1 (configuration not stated)	9%	-3%	-16%[9.22 µM]	0.3%	/	/	14%
Cc1cc(C)n2nc(C(=O)NC3CCCc4ccccc43)nc2n1 (configuration not stated)	/	4%	1%	-1.8%	0%	-1%	-3%
N#Cc1c(NC(=S)NC(=O)c2ccccc2)sc2c1CCN(CCc1ccccc1)C2	-5%	?	19%	5.6µM*	3%	-2%	-18%
COC(=O)[C@@H]1C[C@@H]2CC[C@@H](O)C[C@@H]2N1CC1CCCCC1	/	14%	/	1.0%	2%	-4%	/
Cc1cc(C(=O)N/N=C\c2ccc(COc3ccc([N+](=O)[O-])cc3)o2)ccc1[N+](=O)[O-]	-3%	5%	-4%	-0.7%	20%[38.3 µM]	-5%	-1%[46.1 µM]
O=C(COC(=O)c1ccc(CNS(=O)(=O)c2ccc(F)c(Cl)c2)cc1)NC1CCCCCCC1	4%	4%	-11%	1.3%	9%	3%	-12%[46.1 µM]
CC(C)(C)C(=O)Nc1ccc(C(=O)OC2CCCCC2)cc1	/	4%	?	0.0%	34%[38.3 µM]	-2%	-18%[46.1 µM]
Cc1nc(NS(=O)(=O)c2ccccc2)sc1C(C)(C)C	16%	-2%	-15%	0.0%	3%	1%	-2%
O=C1CCCCC1C(Nc1ccc(Cl)cc1)c1ccccc1 (configuration not stated)	/	2%	5%	0.1%	15%[38.3 µM]	-5%	-27%[46.1 µM]
O=S1(=O)CC(N2CCCCC2)C(N2CCCCC2)C1 (configuration not stated)	1%	12%	-5%	-1.1%	-12%[38.3 µM]	-6%	-15%[46.1 µM]
CC(=O)Oc1ccc(/C=C2/Oc3ccccc3C2=O)cc1	-12%	4%	-1%[9.22 µM]	-1.3%	/	/	16%
CCOc1ccccc1N/C(=C(/C(Cl)=C(Cl)Cl)[N+](=O)[O-])n1cncn1	/	-15%	14%	-2.9%	-14%[38.3 µM]	-2%	-7%[46.1 µM]
CCOC(=O)N1CCC(N2CCCC(C(=O)c3cc(F)ccc3OC)C2)CC1 (configuration not stated)	-1%	10%	14%[9.22 µM]	-1.2%	14%	/	-8%
Cc1nnc(NCCc2ccccc2)n(N)c1=O	1%	25%	1%	4.9%	-4%	0%	6%[46.1 µM]
NS(=O)(=O)c1ccc(N/N=C/c2ccccc2Br)cc1	-9%	-2%	-2%	-4.7%	10%	2%	-32%
COC(=O)C(NC(=O)CSc1nc(N)cc(=O)[nH]1)c1ccccc1 (configuration not stated)	2%	-3%	16%	-4.9%	-3%	2%	9%
Cc1ccc2oc(-c3ccccc3)c(C(=O)O)c(=O)c2c1	-8%	-7%	10µM*	-1.1%	-10%[38.3 µM]	-3%	-19%[46.1 µM]
CC(C)NC(=O)CSc1nc2ccccc2n1-c1ccccc1	-8%	4%	-5%	-1.2%	7%	5%	-13%[46.1 µM]
c1ccc2c(c1)C(=NC1CCCCC1)NC2=NC1CCCCC1	-3%	4%	-16%	-1.2%	-7%[38.3 µM]	-2%	-5%[46.1 µM]
Cc1ccc(-c2csc(NC(=O)C[n+]3cc(-c4ccc(C)cc4)n4c3CCC4)n2)cc1	?	5%	-9%[9.22 µM]	8.7%	/	/	-15%
COc1ccc(N2CCN(C(=O)CN(C)S(=O)(=O)c3ccc4c(c3)c(=O)n(C)c(=O)n4C)CC2)cc1	/	0%	-1%	4.8%	4%	0%	-9%
CCCOc1ccc(-c2nn(-c3ccccc3)cc2/C=C2\SC(=S)N(C3CCS(=O)(=O)C3)C2=O)cc1 (configuration not stated)	-7%	3%	13%	0.0%	-20%[38.3 µM]	0%	-4%[46.1 µM]
COc1cc2c(cc1NC(=O)c1cccc(S(=O)(=O)N(C)C)c1)oc1ccccc12	4%	-2%	15%	-1.2%	-4%	7%	-20%
O=C(CCNc1ccc(Cl)c(C(F)(F)F)c1)c1ccco1	/	6%	8%	1.1%	30%[activator][38.3 µM]	-1%	-14%[46.1 µM]
CNS(=O)(=O)c1cccc(C(=O)OCC(=O)NCc2ccccc2)c1	/	-4%	-8%	-4.3%	22%[38.3 µM]	-5%	-2%[46.1 µM]
COC(=O)c1[nH]c2ccc(C)cc2c1NC(=O)CN1CCN(c2ccccc2)CC1	/	-5%	?	0.0%	25%[38.3 µM]	-1%	-27%[46.1 µM]
Cc1ccc(NC(=O)c2cc([N+](=O)[O-])ccc2NCc2cccnc2)cc1Cl	-15%	-22%	-17%	1.9%	-14%[38.3 µM]	-2%	-29%[46.1 µM]
COc1ccccc1CN1C[C@@H]2C[C@@H](c3[nH]c4ccc(C)cc4c3C)N3CCC[C@@]23C1=O	?	1%	-1%[9.22 µM]	-0.7%	19%	5%	-39%
CN(C)c1ccc(/C=N/NC(=O)c2ccnn2C)cc1	-20%	-4%	-2%[9.22 µM]	0.2%	11%	1.8µM*	15%
COc1ccc2[nH]cc(C(=O)CN3CCN(C4CCCCC4)CC3)c2c1	0%	-1%	23%	-0.2%	0%[38.3 µM]	-6%	5%[46.1 µM]
CCN(CC)CCCN(Cc1cc2cc3c(cc2[nH]c1=O)OCCO3)C(=O)Nc1ccccc1	8%	3%	?	0.8%	/	/	-6%[46.1 µM]
N#CCN1CCCC(C(N)=O)C1 (configuration not stated)	/	3%	-2%	2.8%	-10%	-3%	17%
COCCNC(=O)c1c(N)sc2c1CCCC2	/	-7%	5%	0.0%	27%[38.3 µM]	-5%	-19%[46.1 µM]
COc1ccc(C(CNC(=O)c2cc3ccccc3o2)N2CCCCC2)cc1 (configuration not stated)	/	13%	-11%	1.7%	9%	-1%	-21%
C=CSc1sc(Cl)c(N(CC)CC)c1[N+](=O)[O-]	?	0%	/	-1.1%	2%	0%	-27%
CCN(CC)CCn1c(N)cc(=O)[nH]c1=O	5%	5%	16%	-1.6%	11%	2%	6%

Reprinted from the part before: 3 entries, followed by the next part.
SMILES	L3MBTL1 inh	CBFb RUNX1 block	HTT aggregate	Epigenetic derep	IMPase Li inh	KinaseGlo FLuc	NPSR antag
COc1ccc(C(CNC(=O)c2cc3ccccc3o2)N2CCCCC2)cc1 (configuration not stated)	/	13%	-11%	1.7%	9%	-1%	-21%
C=CSc1sc(Cl)c(N(CC)CC)c1[N+](=O)[O-]	?	0%	/	-1.1%	2%	0%	-27%
CCN(CC)CCn1c(N)cc(=O)[nH]c1=O	5%	5%	16%	-1.6%	11%	2%	6%
Cc1ccccc1OCC(=O)Nc1ccc2c(c1)n(C)c(=O)n2C	0%	6%	-1%	-0.5%	14%	3%	8%
O=C(CN1C(=O)NC(Cc2c[nH]c3ccccc23)C1=O)Nc1cccc(S(=O)(=O)N2CCOCC2)c1 (configuration not stated)	-7%	2%	-12%[9.22 µM]	-0.5%	/	/	0%
COCC(C)n1c(C)cc(C(=O)COC(=O)C2=NN(c3ccccc3)C(=O)CC2)c1C (configuration not stated)	-8%	-5%	12%	4.2%	5%	2%	2%
Cc1cccc(NC(=O)c2cc(-c3ccco3)nc3ccccc23)n1	-6%	0%	8%	4.5%	2%[38.3 µM]	0%	-3%[46.1 µM]
CC1CCCN(C(=O)CSc2nnc(-c3cccnc3)n2C2CCCCC2)C1 (configuration not stated)	-1%	-3%	6%	-4.3%	4%[38.3 µM]	10%	0%[46.1 µM]
CCCCCCNC(=O)n1cc(F)c(=O)[nH]c1=O	/	5%	-8%	-1.3%	3%	0%	/
Cc1[nH]n(C)c(=O)c1[N+](=O)[O-]	13%	7%	-11%[9.22 µM]	0.0%	/	/	-3%[7.67 µM]
COC(=O)[C@@]1(Cc2ccccc2)[C@H]2c3cc(C(=O)N(C)C)n(CCN4CNCC4=O)c3C[C@H]2CN1C(=O)c1ccccc1	/	0%	/	0.7%	-6%	-3%	/

High-throughput results as filed in PubChem.
